Screening data deposited in PubChem BioAssay by several laboratories.
ABCG2 block: blocks JC-1 efflux by human ABCG2 transporter; 0.1% of 190,000 active; AID 1325; Q9UNQ0; IgMXP3 cells, flow cytometry; inhibition, % at 6.6 µM;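 active means inhibition above 80%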;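 further: 0% = DMSO and 100% = nicardipine control wells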
Target sequence (Q9UNQ0 whole entry, looked up): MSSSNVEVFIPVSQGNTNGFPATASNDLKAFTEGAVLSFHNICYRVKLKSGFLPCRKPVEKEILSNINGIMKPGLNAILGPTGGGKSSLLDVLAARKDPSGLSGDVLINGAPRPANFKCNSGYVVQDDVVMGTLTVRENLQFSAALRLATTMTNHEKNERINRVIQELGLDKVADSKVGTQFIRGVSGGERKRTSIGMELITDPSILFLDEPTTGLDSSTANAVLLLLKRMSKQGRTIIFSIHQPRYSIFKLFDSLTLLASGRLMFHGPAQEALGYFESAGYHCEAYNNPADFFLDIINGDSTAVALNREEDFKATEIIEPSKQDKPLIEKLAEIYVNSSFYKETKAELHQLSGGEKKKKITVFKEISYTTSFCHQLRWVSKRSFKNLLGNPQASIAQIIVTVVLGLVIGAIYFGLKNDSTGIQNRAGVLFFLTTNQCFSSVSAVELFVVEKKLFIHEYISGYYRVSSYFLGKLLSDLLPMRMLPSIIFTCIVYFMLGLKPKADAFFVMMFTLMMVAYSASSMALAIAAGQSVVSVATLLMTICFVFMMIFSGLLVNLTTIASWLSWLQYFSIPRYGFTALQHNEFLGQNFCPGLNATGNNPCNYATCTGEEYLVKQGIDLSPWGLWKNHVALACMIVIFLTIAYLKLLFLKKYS
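Test system: IgMXP3 (ABCG2) plus far-red-tagged CCRF-Adr (ABCB1) cells. Reagent: JC-1 dye as substrate. Timing: 10 min exposure at 25 °C with rotation, no wash. Measured by: flow cytometric JC-1 green MFI at 530 nm. Read-out: percent efflux inhibition, scaled nicardipine 100% to DMSO 0%. Control set: nicardipine and DMSO wells.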
Pf gamet viab: kills late stage P. falciparum gametocytes | 0.065% of 150,000 active | AID 743093 | inhibition, % at 10.9 µM | P. falciparum stage V gametocytes, ATP luminescence, 24 h;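 active means inhibition above the mean plus 3 SD of compounds within the control limits, set per campaign, cut at about 38% in these data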;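 further: 0% = DMSO wells and 100% = medium only without gametocytes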
RGS7-Gao: regulators of human RGS7-Galphao interaction. Multiplexed bead flow cytometry, RGS7-Galphao binding; actives lie on both sides. P09471. 0.35% of 220,000 active. binding response (% of control), % at 10 µM. AID 1439; in the data active means binding response below about 49% or above about 150%; inconclusive means no clear call, values can overlap the other calls; inactive means in between;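 further: fluorescent Galphao held in activated GDP-AlF4 state binding bead-coupled RGS7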
Target sequence (P09471 whole entry, looked up): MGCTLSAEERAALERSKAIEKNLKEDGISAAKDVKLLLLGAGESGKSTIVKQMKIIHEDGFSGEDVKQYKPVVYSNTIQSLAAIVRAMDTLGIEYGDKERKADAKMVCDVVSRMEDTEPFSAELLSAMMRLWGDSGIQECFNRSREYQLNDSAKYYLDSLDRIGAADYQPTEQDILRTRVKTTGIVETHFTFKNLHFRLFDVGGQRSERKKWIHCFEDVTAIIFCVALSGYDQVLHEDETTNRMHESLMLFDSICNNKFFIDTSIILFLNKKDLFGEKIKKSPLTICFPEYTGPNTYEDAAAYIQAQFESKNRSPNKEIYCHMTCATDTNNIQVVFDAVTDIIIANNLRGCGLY
Bim-Mcl-1: disrupts Bim peptide binding to human Mcl-1 | Bead-based flow cytometry, Bim peptide-Mcl-1 binding | 0.1% of 190,000 active | inhibition, % at 10 µM | Q07820 | AID 1009; in the data active means inhibition above about 40%;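 further: 0% = no compound tracer wells and 100% = peptide blocker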
RGS4-Gao reg: modulates binding of RGS4 to human Galphao; binding response (% of control), % at 10 µM; 0.33% of 220,000 active; P09471; Multiplexed bead flow cytometry; actives lie on both sides; in the data active means binding response below about 49% or above about 150%; inactive means in between;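 further: fluorescent Galphao activated with aluminum fluoride binding bead-coupled RGS4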
ABCB1 inh: blocks JC-1 efflux by human ABCB1 transporter; 0.067% of 190,000 active; inhibition, % at 6.6 µM; CCRF-Adr cells, flow cytometry; P08183; in the data active means inhibition above about 40%;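 further: 0% = vehicle and 100% = reference inhibitor; higher value means more JC-1 retained so stronger ABCB1 efflux block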
Mcl1 Bid PPI: disrupts binding of human Mcl-1 to Bid peptide. Q07820. TR-FRET Mcl-1/Bid-Dy647 peptide binding, 1536-well. inhibition, % at 21.7 µM. 0.97% of 220,000 active. AID 1021;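 active means compounds that cut the binding signal by more than half at the single screening dose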;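 further: His-tagged Mcl-1 with europium anti-His antibody binding Bid BH3 peptide; 0% = Mcl-1 plus peptide wells and 100% = peptide-only wells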
Mcl1 Noxa PPI: disrupts binding of human Mcl-1 to Noxa peptide. TR-FRET Mcl-1/Noxa peptide binding, 2 h. inhibition, % at 21.7 µM. 1.5% of 220,000 active. AID 1022;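 active means compounds that cut the protein-peptide binding signal by more than 50% relative to plate controls in a single-dose test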;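 further: His-tagged Mcl-1 with rhodamine Noxa BH3 peptide and terbium anti-His antibody; 0% = Mcl-1 plus Noxa peptide wells and 100% = peptide-only wells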
Avidin fluor: compound fluoresces at 488/530 nm on avidin beads | compound fluorescence 488/530 nm, flow cytometry; hits give high values | fluorescence (KMESF) at 10 µM | 0.38% of 220,000 active | AID 1775; in the data active means fluorescence above about 47; further: inactives centre near 10
RGS8-Gao reg: modulates binding of RGS8 to human Galphao; AID 1423; 0.34% of 220,000 active; multiplexed bead flow cytometry; actives lie on both sides; response (percent of control binding), % at 10 µM; P09471; in the data active means response below about 60% or above about 140%; inactive means in between;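 further: Galphao activated as the GDP aluminium fluoride complex binding bead-coupled RGS8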
GSH bead fluor: GSH bead compound fluorescence profile; GSH beads flow cytometry, compound fluorescence 488/530 nm; hits give high values; 0.25% of 190,000 active; AID 1776; fluorescence (KMESF) at 10 µM; in the data active means fluorescence above about 89;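 further: glutathione beads carrying GST-tagged Bcl family fusion proteins plus one bare bead set; values are compound well signal with DMSO vehicle wells as background; inactives centre near 16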
Starred values were filed as active, the others as inactive; ? = inconclusive; nt = no result given.

SMILES	ABCG2 block	Pf gamet viab	RGS7-Gao	Bim-Mcl-1	RGS4-Gao reg	ABCB1 inh	Mcl1 Bid PPI	Mcl1 Noxa PPI	Avidin fluor	RGS8-Gao reg	GSH bead fluor
COC(=O)c1nnn(CC(=O)NC(=O)Nc2cccc(Cl)c2C)c1C(=O)OC	5	-16	96	0	99	0.1	-8	3	8	99	68
CC(=O)n1cc([C@@H]2C=C(C(=O)N3CCN(Cc4ccc5c(c4)OCO5)CC3)O[C@H](OCCCCO)C2)c2ccccc21	1	23	97	5	95	2.4	-4	1	4	95	19
Cc1ccc(NC(=O)CSC2=C(C#N)C(c3ccc4c(c3)OCO4)CC(=O)N2)cc1C (stereo not given)	5	nt	101	0	100	0.1	4	13	35	102	20
Cc1cc(C(=O)COC(=O)c2ccc(O)cc2)c(C)n1Cc1ccco1	6	8	93	-5	91	1.7	-4	20	2	98	9
CC1Cc2ccccc2N1CC(=O)NCc1ccc2c(c1)OCO2 (stereo not given)	4	-4	100	-2	101	0.3	-44	-1	22	101	11
Oc1ccc(Cl)cc1-c1cc(C(F)(F)C(F)F)nc(-c2ccccc2)n1	7	nt	101	-4	102	0.0	-23	-4	8	98	37
COC(=O)c1cc(C#N)c(N2CC(C)OC(C)C2)nc1C (stereo not given)	8	12	?	0	101	1.0	-1	4	12	102	18
CSc1ccccc1-n1nnnc1SCc1ccccc1	-4	-7	101	0	107	-3.7	-12	-5	5	104	32
CN1CCC(N(C)C(=O)CNC(=O)c2ccc(C(C)(C)C)cc2)CC1	1	-1	120	-2	109	0.6	-5	58*	35	111	16
Cc1ccc(N=C2NC(=O)/C(=C\c3ccsc3)S2)c(C)c1	4	2	100	-3	102	0.0	8	5	4	100	11
CC(C(=O)N(C)C)N(C#N)c1nc(N(C)C)nc(N(C)C)n1 (stereo not given)	-3	nt	103	0	107	-1.9	11	10	6	103	37
Clc1ccc(-c2cnc3n2CCC3)cc1	2	nt	99	-4	99	0.2	-16	24	37	101	28
Cc1ccc(NC(=O)CC2S/C(=N/N=C3/NC(=O)CS3)NC2=O)cc1 (stereo not given)	0	-1	106	0	101	-0.1	-62	-32	9	98	20
CCOc1ccc2nc(/N=C/c3c(C)[nH]n(-c4ccc(C)cc4)c3=O)sc2c1	-4	-15	91	15	89	-1.0	-9	-8	2	95	8
Cc1ccccc1C(=O)OC(C)CN1CCOCC1 (stereo not given)	2	-3	102	0	102	0.4	-18	26	11	103	23
COc1ccc(Nc2nnc(SCC(=O)Nc3cc(C)on3)s2)cc1	0	nt	96	-1	94	-0.1	-16	17	10	95	4
CCOC(=O)C1=C(c2ccccc2)NC(SCC(=O)NC2CCCCC2)=C(C#N)C1c1ccco1 (stereo not given)	13	-9	101	-1	97	3.3	-12	8	7	101	17
COc1ccc(N(C=O)C(=S)SC)cc1	nt	-18	?	nt	99	nt	-29	4	8	99	nt
CS(=O)(=O)N(CC(=O)Nc1ccc(S(=O)(=O)N2CCCC2)cc1)c1cccc(F)c1	nt	-8	?	nt	101	nt	-10	-21	6	100	nt
CC(C)(C)OC(=O)N1CCC(C(=O)O)CC1	8	nt	91	-4	100	0.5	-16	2	6	100	38
COC(=O)c1cc(NC(=O)Cc2coc3cc(OC)ccc23)cc(C(=O)OC)c1	-2	-6	99	0	99	-0.6	-20	-19	7	100	30
CN(C)S(=O)(=O)c1cccc(NC(=O)c2cc3c(=O)n4ccccc4nc3s2)c1	-16	nt	93	-2	96	-1.7	69*	-83	7	93	7
Cc1cccc(NC(=O)c2ccc([N+](=O)[O-])o2)c1	nt	7	?	nt	103	nt	-17	15	10	103	nt
COc1ccc(CCNC(=O)CN(C)S(=O)(=O)c2ccc(Br)s2)cc1OC	11	-14	100	-3	103	1.4	6	7	6	124	25
CCOc1ccc2nc(SC3CC(=O)N(c4ccc(OC)cc4OC)C3=O)sc2c1 (stereo not given)	7	-1	100	0	105	1.0	-14	31	14	103	15
CC1CCc2c(sc(NC(=O)CSc3ncnc4c3cnn4-c3ccccc3Cl)c2C#N)C1 (stereo not given)	0	nt	95	-5	95	0.1	-10	-1	39	98	13
CCC(=O)N(C)CCc1cc2c(c(OC)c1/C=N/NS(=O)(=O)c1ccc(C)cc1)OCO2	nt	13	?	nt	103	nt	-67	26	4	97	nt
CCn1c(C)nc([N+](=O)[O-])c1C(=O)O	2	nt	98	0	101	0.0	9	25	5	102	12
Cc1cc2ncn(CCOc3ccccc3C#N)c2cc1C	11	nt	103	-4	101	1.0	-4	4	11	104	24
COc1ccc(S(=O)(=O)NC2CCCCC2)cc1C	22	nt	99	-3	101	0.8	-6	-2	12	103	24
Cc1ccc(C)c(C(=O)CN2Cc3ccccc3C2=O)c1	nt	8	?	nt	103	nt	-28	16	8	100	nt
CCOc1c2ccc(C(=O)NCCc3ccc(C)cc3)cc2nn1CC	6	nt	101	-7	102	1.2	-3	20	28	101	25
CC(=O)c1cc2c(cc1NC(=O)C1CC=CCC1C(=O)O)OCO2 (stereo not given)	7	nt	97	-4	100	1.3	11	17	12	101	37
CC1CCN(c2nc3c(c(=O)n(C)c(=O)n3C)n2CCSc2nc3ccccc3s2)CC1	7	17	95	0	95	4.1	-4	5	3	100	33
COC(=O)c1ccc(C)c(NC(=O)CCSc2ccccc2)c1	0	-19	96	0	93	0.0	-10	-10	15	98	11
CSc1ccccc1NC(=O)COC(=O)c1ccc(O)cc1	1	2	94	0	95	0.1	-32	10	6	95	11
CCOC(=O)C1(Cc2ccccc2)CCCN(Cc2cnn(CC)c2)C1 (stereo not given)	1	-25	105	-3	99	1.3	-22	9	2	101	8
Nn1cc(-c2ccccc2)nc1SCC(=O)Nc1cccc(S(N)(=O)=O)c1	nt	-14	?	nt	105	nt	-109	16	9	102	nt
CCCC(=O)c1ccc(N2CCC(C)CC2)c(F)c1	1	-9	100	-4	101	0.3	-32	5	2	98	10
Cc1ccc(C(=O)CSc2nnc(COc3ccc(C#N)cc3)n2-c2ccccc2)cc1	1	-6	92	-1	92	0.9	-4	4	16	84	16

Two entries from above, bar-delimited.
SMILES | ABCG2 block | Pf gamet viab | RGS7-Gao | Bim-Mcl-1 | RGS4-Gao reg | ABCB1 inh | Mcl1 Bid PPI | Mcl1 Noxa PPI | Avidin fluor | RGS8-Gao reg | GSH bead fluor
CC1CCN(c2nc3c(c(=O)n(C)c(=O)n3C)n2CCSc2nc3ccccc3s2)CC1 | 7 | 17 | 95 | 0 | 95 | 4.1 | -4 | 5 | 3 | 100 | 33
COC(=O)c1ccc(C)c(NC(=O)CCSc2ccccc2)c1 | 0 | -19 | 96 | 0 | 93 | 0.0 | -10 | -10 | 15 | 98 | 11

Continued:
SMILES	ABCG2 block	Pf gamet viab	RGS7-Gao	Bim-Mcl-1	RGS4-Gao reg	ABCB1 inh	Mcl1 Bid PPI	Mcl1 Noxa PPI	Avidin fluor	RGS8-Gao reg	GSH bead fluor
COC(=O)c1sc(N)c(C(=O)OC)c1COC(=O)c1c(C)noc1C	0	1	104	0	98	-2.6	4	17	14	102	21
CCOc1ccc(/C=C2\SC(=S)N(NS(=O)(=O)c3ccccc3)C2=O)cc1OC	nt	6	?	nt	99	nt	-10	19	6	101	nt
Cc1ccc(-n2c3c(cc(C(=O)NC4CCSC4=O)c2=O)C(=O)CC(C)(C)C3)cc1 (stereo not given)	2	5	99	1	100	0.5	6	24	12	96	55
COc1ccc(/C=C/C(=O)NCC(=O)N/N=C/c2cccnc2)cc1	10	-17	100	2	104	0.1	-22	8	8	102	14
Cc1cc(C)cc(NC(=O)Nc2ccc(N3CCCCC3)cc2)c1	nt	-3	?	nt	90	nt	-24	23	5	94	nt
Oc1ccc(-c2csc(Nc3ncccn3)n2)cc1	0	1	103	0	101	0.0	-54	0	9	102	23
O=C(Nc1cc(Cl)cc(Cl)c1)C(NCCO)c1ccccc1 (stereo not given)	4	7	101	0	100	1.1	38	6	34	99	14
CCN(CC)CC#CC(OC)(c1ccccc1)c1ccccc1	1	nt	104	0	108	-0.1	7	7	10	106	13
CCOC(=O)c1cc(C(C)=O)c(=O)n(C)c1N	1	8	102	-3	103	0.2	14	nt	10	102	26
CSc1cccc(NC(C)C(=O)NCc2ccccc2)c1 (stereo not given)	1	-15	98	-1	95	0.4	-48	-12	23	101	26
O=C(Nc1cccnc1)c1ccc(COc2cc(Cl)ccc2Cl)o1	3	nt	106	-2	105	0.6	1	6	9	106	20
Cc1nc(N2CCOCC2)c2c(C)c(C(=O)Nc3ccc(F)cc3F)sc2n1	4	5	98	-1	98	1.3	0	7	9	99	14
Nc1nc(NC(=O)c2ccccc2)nn1-c1ccccc1	4	58*	99	0	101	1.1	-5	10	6	102	24
Cc1cc(C)c2[nH]c(O)c(N=NC(=S)NCC3CCCO3)c2c1 (stereo not given)	1	nt	95	-3	93	0.0	-64	18	1	93	11
Fc1ccc(N/N=C2/CCSc3sccc32)c(F)c1	nt	-14	?	nt	102	nt	-26	0	3	102	nt
COC(=O)c1cccc(-n2c(CCC(=O)O)ccc2-c2cccs2)c1	nt	11	?	nt	106	nt	-39	19	6	103	nt
O=C(O)CCn1cc(/C=C\C(=O)c2ccc(Cl)cc2)c(-c2cccc(Br)c2)n1	0	4	99	-2	100	0.1	58*	20	12	101	15
Cc1c(O)ccc(-c2[nH]ncc2-c2nc3ccccc3s2)c1O	0	nt	99	0	100	-0.1	9	14	5	100	53
Cc1ccc(NC(=O)c2ccc(F)cc2)cc1S(=O)(=O)N1CCCCCC1	4	-24	103	0	99	0.4	-8	13	10	99	22
CCC(C)C(=O)OCC1(c2ccc(C)cc2OC(=O)C(C)C)CO1 (stereo not given)	nt	nt	?	nt	98	nt	-71	10	7	102	nt
FC(F)(F)c1cc(C(F)(F)F)n2nc(-c3sccc3-n3cccc3)cc2n1	1	5	100	0	101	0.1	-49	-25	5	100	26
Cc1cccc(C)c1-n1c(C)cc(/C=N/NC(=O)c2ccncc2)c1C	2	6	105	-1	101	-0.1	-26	11	15	105	24
COc1ccc(Sc2nnc(-c3ccccc3)cc2C#N)cc1	0	-13	101	0	100	0.1	-23	-4	10	101	10
O=[N+]([O-])c1cc(S(=O)(=O)NCCCN2CCOCC2)ccc1Cl	-7	6	97	-10	95	0.2	-7	0	12	96	9
CCOc1ccc2c(c1)c1nnc(SCC3CCCO3)nc1n2C (stereo not given)	1	nt	100	-4	102	0.8	-23	-6	31	104	15
Cc1c(N(CC(=O)O)S(=O)(=O)c2ccccc2)c(=O)n(-c2ccccc2)n1C	1	24	107	3	103	0.0	1	18	23	107	11
CCC(C)/C(C)=N/NC(=O)CNS(=O)(=O)c1ccc([N+](=O)[O-])cc1 (stereo not given)	2	-8	101	-5	99	0.5	-67	17	6	99	13
COc1cc(CNc2ncnc3c2[nH]c2ccc(C)cc23)cc(OC)c1	nt	-4	?	nt	93	nt	-3	32	11	99	nt
Cn1c(CN2CCN(C(=O)c3ccccc3)CC2)nc2cc([N+](=O)[O-])ccc21	10	-10	85	0	89	0.8	-7	40	8	93	12

Rows are unselected. About 3.3% of those tested had a hit in this group.
